# ALDH1A1 block: qHTS Assay for Inhibitors of Aldehyde Dehydrogenase 1 (ALDH1A1) | Aldehyde dehydrogenase 1A1 (Homo sapiens), P00352 | Purified ALDH1A1, NADH fluorescence, propionaldehyde substrate | Potency, µM (series often up to 75.3 µM), inactives show at the highest dose activity, negative = inhibition, usual class: inhibitors | 220,000 compounds, 7.3% hits | AID 1030, 2008; active = well fitted inhibition curve with a large enough effect, not every such curve was filed as active; inconclusive = small, poorly fitted or top-dose-only effect, or another doubt; inactive = no such curve, though single readings can be large or run the other way;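 note: plate controls were no enzyme wells and a reference inhibitor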
# NPSR antag: qHTS Assay for Antagonists of the Neuropeptide S Receptor: cAMP Signal Transduction; Potency, µM (highest dose often 38.3 µM), for the others: top-dose activity change, negative = inhibition, usual class: inhibitors; 220,000 compounds, 1% hits; CHO-NPSR cells, cAMP TR-FRET, antagonist mode; note: % is set by controls: 0 for no effect and ±100 for the full control effect; nearly all actives have a fitted effect of over 50% in size; many of its hits are not listed in these tables
# Target sequence (Q6W5P4 whole entry, looked up): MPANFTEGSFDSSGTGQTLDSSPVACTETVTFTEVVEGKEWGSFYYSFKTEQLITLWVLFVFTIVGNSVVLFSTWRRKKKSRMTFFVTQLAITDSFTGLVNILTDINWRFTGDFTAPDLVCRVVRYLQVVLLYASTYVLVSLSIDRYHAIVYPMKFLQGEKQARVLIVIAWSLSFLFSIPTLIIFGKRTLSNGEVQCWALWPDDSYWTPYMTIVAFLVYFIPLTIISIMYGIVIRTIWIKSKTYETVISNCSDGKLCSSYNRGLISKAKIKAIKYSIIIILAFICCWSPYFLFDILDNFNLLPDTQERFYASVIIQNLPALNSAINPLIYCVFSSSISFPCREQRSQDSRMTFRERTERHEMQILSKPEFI
# aGal spleen mod: qHTS Assay for Inhibitors and Activators of Human alpha-Galactosidase From Spleen Homogenate. 240,000 compounds, 0.008% hits. Potency, µM (titrated, usually from 80 µM), inactives show top-dose activity change, negative = inhibition, actives largely listed as inhibitors. human spleen homogenate, 4MU-alpha-Gal fluorescence, 40 min. AID 2107, 2009;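 note: 0% = enzyme with vehicle and -100% = no enzyme basal signal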
# Target sequence (P06280 32-429 limits assumed): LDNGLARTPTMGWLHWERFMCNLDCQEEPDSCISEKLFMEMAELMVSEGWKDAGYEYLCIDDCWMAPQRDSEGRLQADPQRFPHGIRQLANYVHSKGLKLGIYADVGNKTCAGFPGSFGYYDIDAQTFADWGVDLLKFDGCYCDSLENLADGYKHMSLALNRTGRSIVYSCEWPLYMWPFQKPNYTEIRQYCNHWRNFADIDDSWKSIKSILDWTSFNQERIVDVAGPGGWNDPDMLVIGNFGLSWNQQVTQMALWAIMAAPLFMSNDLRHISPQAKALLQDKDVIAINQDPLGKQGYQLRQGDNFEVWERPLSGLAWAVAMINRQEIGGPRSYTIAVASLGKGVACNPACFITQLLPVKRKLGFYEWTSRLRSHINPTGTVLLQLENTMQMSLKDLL
#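 Spleen homogenate 1 ug + cpd (titration) + 4-MU-alpha-D-galactopyranoside 1 mM; 37C 40 min; 50 mM citrate/phosphate pH 5.0, 0.01% Tween-20; stop pH 10; fluorescence 365/440; AC50 via Hill.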
# GAA glycogen: qHTS Assay for Inhibitors and Activators of Human alpha-Glucosidase Cleavage of Glycogen. Lysosomal alpha-glucosidase (Homo sapiens), P10253. recombinant GAA, glycogen substrate, Amplex Red glucose oxidase fluorescence. Potency, µM (doses to about 76.4 µM), inactives show at the highest dose activity change, negative = inhibition, hits mostly inhibitors. 300,000 compounds, 0.38% hits;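 note: 0% = full enzyme reaction and -100% = no-enzyme basal signal; the screen sought inhibitors and activators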
#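 Recombinant human alpha-glucosidase (4 nM final) hydrolysed bovine liver glycogen (30 ug) for 40 min at 37 C in pH 5.0 citrate/phosphate with 0.01% Tween-20. Released glucose detected by glucose oxidase/Amplex Red, Ex 573/Em 610 nm. Compounds up to 77 uM; AC50 from Hill fits.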
# aGlu spleen mod: qHTS Assay for Inhibitors and Activators of Human alpha-Glucosidase From Spleen Homogenate. 240,000 compounds, 0.006% hits. human spleen homogenate, 4-MU-alpha-glucoside fluorescence. Potency, µM (highest dose often 79.9 µM), for the others: at the top dose activity change, negative = inhibition, actives largely listed as inhibitors;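 note: 0% = enzyme with vehicle and -100% = no enzyme basal signal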
#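 AC50 values come from Hill-equation fits of concentration-response data, normalized to no-enzyme and full-activity controls. Enzyme source: 1 ug human spleen homogenate; 1 mM fluorogenic 4-MU glucoside, pH 5.0 citrate buffer, 37 C, 40 min.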
# GAA inh: qHTS Assay for Inhibitors of Human alpha-Glucosidase as a Potential Chaperone Treatment of Pompe Disease | Lysosomal alpha-glucosidase (Homo sapiens), P10253 | purified human GAA, 4-MU-alpha-glucoside fluorescence | Potency, µM (doses to about 76.9 µM), without a hit: at the top dose activity change, negative = inhibition, most hits filed as inhibitors | 200,000 compounds, 0.005% hits | AID 1466, 2008;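 note: plate controls were uninhibited enzyme wells for no effect and no-enzyme background for full effect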
#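 Read-out is 4-methylumbelliferone fluorescence (Ex 365/Em 440 nm) after NaOH/glycine stop at pH 10. Enzyme 4 nM, substrate 400 uM, pH 5.0 citrate buffer, 20 min room temperature; AC50 from Hill-equation concentration-response.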
# Tau fluor cs: Counterscreen qHTS for Inhibitors of Tau Fibril Formation, Fluorescence Polarization. tau K18 P301L Alexa594 fluorescence, heparin fibrillization. Potency, µM (titrated, usually from 57.7 µM), for inactives: at the highest dose activity change, negative = decrease. 280,000 compounds, 0.93% hits. AID 1463, 2008; note: % is set by controls: 0 for no effect and ±100 for the full control effect; nearly all actives have a fitted effect of over 55% in size
#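 Human tau K18 P301L (15 uM unlabeled, 0.24 uM Alexa 594-labeled) in 100 mM sodium acetate pH 7 with 20 uM heparin, 6 hr at 37 C. ThT 30 uM added, 1 hr ambient; Alexa 594 FP and total fluorescence read at 555/632 nm.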
# Epigenetic reg: Quantitative High-Throughput Screen for Regulators of Epigenetic Control | murine LDR cells, GFP reporter derepression, 30 h | Potency, µM (doses to about 53.9 µM), for the others: at the top dose GFP activation, actives largely listed as activators | 280,000 compounds, 0.2% hits | AID 1865, 2009; note: % of control where 0% means no effect; nearly all actives have a fitted effect of over 60% in size
#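 Murine LDR cells bearing a silenced CMV-driven GFP reporter were exposed to compound for 30 h at 37 C. After PBS washes, GFP-positive cells (20-120 um objects) counted by laser-scanning microplate cytometry.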
# * hit, by the source's call; u = inconclusive; x = not tested or not shown; [ ] = another dose, or the depositor's remark. Unless noted, calls come from the whole dose curve; as a rule, active = well fitted curve in the direction sought with a large enough effect; inconclusive = small, poorly fitted or top-dose-only effect, or another doubt; inactive = no such curve, though single readings can be large; an effect the other way counts as inactive or inconclusive. Potency is the fitted concentration of half-maximal effect. These rows are one share of the data, so the mix of outcomes need not match the whole.
SMILES	ALDH1A1 block	NPSR antag	aGal spleen mod	GAA glycogen	aGlu spleen mod	GAA inh	Tau fluor cs	Epigenetic reg
Cc1cc(C)cc(Oc2ccccc2/C=N\O)c1	7%	-10%[46.1 µM]	-6%	-8%	-8%	-18%	-27%	1.4%
COC(c1ccccc1)c1nnc(CCC(=O)NCCC(C)C)o1 (stereo unspecified)	9%	-5%	-6%	12%	3%	0%	-10%	1.1%
CCCCCCN=C(C)c1ccccc1O	1%	-18%	-3%	7%	4%	-5%[15.4 µM]	-3%	-1.6%
CCC1Oc2ccc(C)cc2N(CC(=O)NCCC2=CCCCC2)C1=O (stereo unspecified)	u	-26%[46.1 µM]	-16%	2%	-1%	-8%	-16%	-0.9%
C=C(C)c1ccc(C(C)(C)NC(=O)N2CCN(C)CC2)cc1	-8%	-2%[46.1 µM]	12%	0%	-13%	-2%	-8%	5.7%
N/C(=N\OC(=O)Nc1cccc(C(F)(F)F)c1)c1ccno1	x	6%	-4%	-5%	-4%	x	-28%	0.0%
O=S(=O)(c1cccc(S(=O)(=O)N2CCC(n3nnc4ccccc43)CC2)c1)N1CCCCC1	-9%	u	-1%	-6%	-11%	-12%	-19%	-5.3%
CCC(=O)Nc1nc(C)nc(C)c1C(C)=O	10%	u	4%	-1%	-5%	-1%	-5%	0.0%
COC(=O)c1ccc(Nc2cc(C)nc3ncnn23)cc1	-8%	-8%[46.1 µM]	1%	6%	2%	-3%	4%	-7.8%
Cc1ccc(Nc2nc(N)c([N+](=O)[O-])c(NCCO)n2)cc1	x	-9%	-1%	-6%	1%	x	-17%	-2.4%
CCC(C(=O)OC)n1cnc2c(nnn2-c2cccc(Cl)c2)c1=O (stereo unspecified)	-7%	-18%[46.1 µM]	8%	4%	1%	-7%[15.4 µM]	-3%	0.8%
CC(=O)Nc1ccc(NC(=O)c2sc3nc4c(c(-c5ccc(C)cc5)c3c2N)CCC4)cc1	u	u	-12%	0%	-11%	13%	-18%	3.8%

# Quoted at random: 2 compounds from above, in no set order.
SMILES	ALDH1A1 block	NPSR antag	aGal spleen mod	GAA glycogen	aGlu spleen mod	GAA inh	Tau fluor cs	Epigenetic reg
CC(=O)Nc1ccc(NC(=O)c2sc3nc4c(c(-c5ccc(C)cc5)c3c2N)CCC4)cc1	u	u	-12%	0%	-11%	13%	-18%	3.8%
COC(c1ccccc1)c1nnc(CCC(=O)NCCC(C)C)o1 (stereo unspecified)	9%	-5%	-6%	12%	3%	0%	-10%	1.1%

# Next part
SMILES	ALDH1A1 block	NPSR antag	aGal spleen mod	GAA glycogen	aGlu spleen mod	GAA inh	Tau fluor cs	Epigenetic reg
CCOc1ccc(-c2nc3n(c(=O)c2C#N)CCCS3)cc1	u	-9%[46.1 µM]	0%	6%	-1%	-2%	-4%	-2.1%
COc1ccc2cc(CN(Cc3cccs3)Cc3nnnn3Cc3ccccc3)c(=O)[nH]c2c1	2µM*	u	-3%	-10%	-8%	-4%	u	-1.0%
O=C1CC(c2ccco2)CC(O)=C1C=NCC1NCCc2ccccc21 (stereo unspecified)	u	1%[46.1 µM]	0%	12%	7%	3%	-14%	-0.8%
CNC(=O)c1c(C)noc1C	5%	6%	0%	-4%	-2%	-13%	-1%	1.3%
CC(C)c1ccc(Nc2cnn(C34CC5CC(CC(CC(=O)O)(C5)C3)C4)c(=O)c2Cl)cc1	u	-3%[46.1 µM]	6%	0%	1%	2%	-3%	1.8%
COc1ccc(Cl)cc1NC(=O)CCN1CCN(c2ccccc2C)CC1	u	u	20%	-2%	10%	-12%	-13%	0.0%
S=c1[nH]nc(-c2cc(-c3ccccc3)n[nH]2)n1/N=C/c1cccc(Cl)c1	14%	48%	5%	-14%	-2%	-1%[15.4 µM]	u	1.6%
COC(=O)c1cccc(NC(=O)CSc2nnc(C)n2C)c1	-8%	-10%	9%	18%	6%	6%	-3%	0.3%
O=C(Cn1nc(-c2ccc(Cl)cc2)c2ccccc2c1=O)Nc1cccnc1	11%	0%[46.1 µM]	7%	5%	4%	-7%	u	1.4%
CN(C)c1nc(NC(C)(C)C)nc(SCC(=O)Nc2ccccc2)n1	u	-13%	4%	-4%	x	-10%	-18%	-1.2%
CN(C)/C=N/C(=S)Nc1ccc(Cl)cc1Cl	-7%	-2%	-2%	-18%	-11%	11%	-2%	-0.8%[10.1 µM]
CCc1nn(-c2cc(Oc3cccc4ccccc34)nc(-c3ccccc3)n2)c(N)c1C#N	3%	-1%[46.1 µM]	1%	-4%	-10%	-28%	-12%	0.8%

# (more compounds)
SMILES	ALDH1A1 block	NPSR antag	aGal spleen mod	GAA glycogen	aGlu spleen mod	GAA inh	Tau fluor cs	Epigenetic reg
CCOc1ccc(N2C(=O)C3C4C=CC(CC4)C3C2=O)c([N+](=O)[O-])c1 (stereo unspecified)	28µM*	-2%[46.1 µM]	15%	8%	-3%	0%	-9%	-1.2%
COc1ccc(C(=O)Nc2ccc(-c3nnn(CC(=O)N4CCN(C(=O)c5ccco5)CC4)n3)cc2)cc1	22%	-1%	1%	-10%	-8%	0%	-11%	0.6%
COc1ccc(OC)c(C(=O)COC(=O)c2ccc(C)o2)c1	u	-16%[46.1 µM]	u	-3%	-23%	-7%	-10%	-1.2%
Cc1ccccc1NNC(=O)C(=O)NNc1ccccc1C	x	-10%	1%	u	1%	x	-12%	-5.5%
O=C(CSc1nccn1-c1ncc(C(F)(F)F)cc1Cl)c1ccc(Br)cc1	-8%	-15%[46.1 µM]	13%	-25%	1%	3%	-23%	-0.2%
CC(C)(C)c1ccc(C(=O)NCC(=O)O)cc1	13%	-21%	11%	-3%	7%	9%	-3%	0.0%
Cc1ccc2c(c1)C1CN(C)CCC1N2C(=O)c1ccccc1NS(=O)(=O)c1ccc(F)cc1 (stereo unspecified)	10%	-12%[46.1 µM]	-23%	7%	-8%	-10%	2%	0.0%
Cc1ccc(C(=O)N/N=C/c2ccc([N+](=O)[O-])s2)cc1	0%	5%[46.1 µM]	10%	1%	-10%	-12%	-17%	0.9%
COc1ccc(NC(=O)COC(=O)c2c(F)cccc2Cl)cc1OC	-5%	4%	-2%	6%	5%	-10%	-9%	0.4%
CN(C(=O)CSc1nnc(-c2ccco2)o1)C1CCCCC1	0%	7%[46.1 µM]	-11%	1%	0%	-3%	0%	1.9%
Cn1c(=O)c2c(SCCN3CCOCC3)nc(C3CCCC3)nc2n(C)c1=O	u	-51%	-6%	2%	x	-2%	-2%	-2.6%
COc1ccc(N(CC(=O)NCc2ccco2)S(C)(=O)=O)cc1OC	16%	-5%[46.1 µM]	7%	0%	-5%	7%	0%	0.1%

# Later entries:
SMILES	ALDH1A1 block	NPSR antag	aGal spleen mod	GAA glycogen	aGlu spleen mod	GAA inh	Tau fluor cs	Epigenetic reg
Cc1cc(SCC(=O)N/N=C/c2ccc(O)cc2O)c(C)cc1Br	-7%	-11%[46.1 µM]	-2%	-7%	0%	0%	16µM*[quencher]	1.4%
Cc1ccc(NC(=O)C2CC(=O)NC(N3CCCCC3)=N2)cc1Cl (stereo unspecified)	3%	-3%[46.1 µM]	4%	-6%	-1%	-7%	-5%	-1.1%
O=C(NC1CCCCC1)C(c1cccnc1)N(C(=O)CCl)c1cccc(Cl)c1 (stereo unspecified)	-2%	-29%	1%	-4%	-3%	5%	-16%	-1.0%
CC(=O)OCC(=O)[C@@]1(O)CCC2C3C[C@H](C)C4=CC(=O)C=CC4(C)C3C(O)CC21C (stereo partly specified)	0%	x	-2%	x	-7%	x	-2%	3.2%
COc1ccccc1-c1ccc(=O)n(CC(=O)NCc2ccco2)n1	-1%	7%	1%	1%	x	0%	-9%	-2.6%
CCN1CCN(C(c2ccc(OC)cc2)C(O)C(=O)c2c[nH]c3ccccc23)CC1 (stereo unspecified)	-4%	2%[46.1 µM]	2%	3%	-4%	-5%	-20%	-2.9%
CCOCCCNC(=O)/C=C1\Sc2ccccc2N(Cc2ccccc2F)C1=O	u	-36%	3%	8%	-7%	-5%	-6%	5.9%
COC(=O)[C@H](CCSC)NC(=O)Nc1ccc(OC)c(Cl)c1	-1%	-15%[46.1 µM]	-2%	2%	-5%	-4%	-5%	-1.5%
CCCCc1nc2ccn(CC(=O)N(C)C)c(=O)c2n1Cc1ccc(-c2ccccc2-c2nn[nH]n2)cc1	-8%	x	7%	x	-6%	x	4%	3.9%
O=C(Nc1ccc(OC(F)F)c(Cl)c1)c1ccccn1	-12%	-34%	-6%	-14%	3%	4%	-16%	-1.4%
COc1ccc(/C=N/NC(=O)c2ccc(NC(=O)c3ccccc3Br)cc2)cc1	7%	-12%	0%	1%	14%	-2%	2%	-1.1%
CCOC(=O)C1=C(NC(=S)NC(=O)c2ccccc2)c2ccccc2CC1C(C)C (stereo unspecified)	15µM*	u	-2%	-9%	-9%	0%	-21%	-8.4%

# Following part.
SMILES	ALDH1A1 block	NPSR antag	aGal spleen mod	GAA glycogen	aGlu spleen mod	GAA inh	Tau fluor cs	Epigenetic reg
CCCCCn1c(CN2CCN(C(=O)c3ccco3)CC2)nc2c1c(=O)n(C)c(=O)n2C	x	-15%	0%	5%	-6%	x	-18%	2.4%
CC(=O)NC1C(Oc2ccc(C)cc2)OC2COC(c3ccco3)OC2C1O (stereo unspecified)	u	10%	1%	0%	-9%	4%	-4%	0.0%
Cc1nc2ccccc2c(=O)n1CCCN1CCOCC1	x	4%	-23%	3%	1%	x	16%	-1.5%
C#CCNC(=O)C1=C[C@H](c2coc3ccccc3c2=O)[C@@H](CCCO)[C@H](OCC)O1	u	12%	-1%	-10%	-24%	x	6%	4.6%
N[C@H](C(=O)O)C1C(C(=O)O)C1C(=O)O (stereo partly specified)	u	x	-2%	x	4%	x	3%	0.0%
CC1(C)CC(=O)C(C=Nc2ccc3[nH]ncc3c2)=C(O)C1	u	-4%[46.1 µM]	11%	3%	3%	-8%	-9%	-2.2%

# Source: PubChem BioAssay
